High-throughput results from PubChem BioAssay.
B2AR arrestin – beta2AR (human) beta-arrestin recruitment activity; P07550; beta-arrestin recruitment to beta2AR, cell-based reporter; Potency, µM (series often up to 46.1 µM), without a hit: at the top dose activation, hits mostly activators; 0.02% of 330,000 active; AID 492947;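 further: potency means the concentration at half of the fitted maximal effect; 0% = DMSO controls and full agonism = EC100 isoproterenol or metaproterenol; nearly all actives have a fitted effect of over 65% in size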
Mito fusion act – blocks mitochondrial division or promotes mitochondrial fusion. 0.23% of 320,000 active. S. cerevisiae fusion-defective mutant growth rescue, CellTiterGlo 48 h. Potency, µM (titrated, usually from 46.1 µM), for the others: at the highest dose growth rescue (activation), most hits filed as activators;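 further: potency means the concentration at half of the fitted maximal effect; % of control where 0% means no effect; nearly all actives have a fitted effect of over 45% in size; temperature-sensitive fusion mutants such as fzo1-1 at 37 °C on non-fermentable ethanol glycerol medium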
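Read-out: ATP-based luminescence (CellTiterGlo, 10 min ambient) reporting growth of fusion-defective ts yeast after 48 hours at 37C on glycerol/ethanol YPEG medium in the presence of compound.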
ELG1 DNA repair – inhibitors of ELG1-dependent DNA repair in HEK293T cells | 2.3% of 330,000 active | HEK293T ELG1-luciferase reporter, luminescence, 16 h; DNA damage induced by 5-fluorouridine | Potency, µM (series often up to 46.1 µM), without a hit: at the highest dose activity change, negative = inhibition, hits mostly inhibitors; further: potency means the concentration at half of the fitted maximal effect; on the % scale 0 is the no-effect control and ±100 the full control effect; nearly all actives have a fitted effect of over 55% in size
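5-Fluorouridine DNA damage + compound/DMSO, 2,000 cells/well, 16 h, 37 °C/5% CO2. ONE-Glo, 30 min RT, luminescence. Readout = decrease in reporter signal.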
uPA generation – blocks generation of uPA at the cell surface; cell surface uPA generation assay, qHTS; Potency, µM (highest dose often 38.3 µM), for the others: at the highest dose activity change, negative = inhibition, actives largely listed as inhibitors; 0.31% of 330,000 active; AID 540303; active means well fitted inhibition curve with a large enough effect; inconclusive means small, poorly fitted or top-dose-only effect; inactive means no such curve, though single readings can be large or run the other way; tested in mouse RAW 264.7 cells; further: potency means the concentration at half of the fitted maximal effect; on the % scale 0 is the no-effect control and ±100 the full control effect; nearly all actives have a fitted effect of over 55% in size
USP2a inh – inhibitors of human ubiquitin-specific protease USP2a; 0.01% of 330,000 active; O75604; USP2 core, Ub-CHOP2 coupled fluorogenic reporter, 485/531; Potency, µM (top dose mostly 38.3 µM), without a hit: at the top dose activity change, negative = inhibition, most hits filed as inhibitors;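 further: potency means the concentration at half of the fitted maximal effect; plate controls were DMSO wells for no effect and full inhibition by NEM control for full effect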
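USP2 core (10nM final) preincubated 30min RT with compound in 20mM Tris-HCl pH 8.0, 2mM CaCl2, 2mM beta-mercaptoethanol, 0.05% CHAPS; 25nM Ub-CHOP2 plus 25nM reporter substrate added, fluorescence (Ex485/Em531) read after 60min.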
TCR activator – T cell receptor activation; 330,000 tested, under 10 active; Potency, µM (top dose mostly 9.22 µM), for the others: at the highest dose activation of IL-2 secretion, usual class: activators; primary human leukocytes, anti-CD3, IL-2 HTRF, 48 h; AID 504894; further: % of control where 0% means no effect
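IL-2 release read by HTRF sandwich (Eu cryptate donor, d2 acceptor, 665 nm emission) after 48 hr exposure of primary human leukocytes to compound together with anti-CD3 beads in the absence of co-stimulatory signals.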
Eya2 phos inh – blocks the phosphatase activity of human Eya2 | Potency, µM (titrated, usually from 76.9 µM), inactives show at the top dose activity, negative = inhibition, actives largely listed as inhibitors | O00167 | 0.006% of 330,000 active | AID 488837 | recombinant Eya2, OMFP fluorescence dephosphorylation (OMFP is methylfluorescein phosphate); further: potency means the concentration at half of the fitted maximal effect; on the % scale 0 is the no-effect control and ±100 the full control effect
Target sequence (O00167 whole entry, looked up): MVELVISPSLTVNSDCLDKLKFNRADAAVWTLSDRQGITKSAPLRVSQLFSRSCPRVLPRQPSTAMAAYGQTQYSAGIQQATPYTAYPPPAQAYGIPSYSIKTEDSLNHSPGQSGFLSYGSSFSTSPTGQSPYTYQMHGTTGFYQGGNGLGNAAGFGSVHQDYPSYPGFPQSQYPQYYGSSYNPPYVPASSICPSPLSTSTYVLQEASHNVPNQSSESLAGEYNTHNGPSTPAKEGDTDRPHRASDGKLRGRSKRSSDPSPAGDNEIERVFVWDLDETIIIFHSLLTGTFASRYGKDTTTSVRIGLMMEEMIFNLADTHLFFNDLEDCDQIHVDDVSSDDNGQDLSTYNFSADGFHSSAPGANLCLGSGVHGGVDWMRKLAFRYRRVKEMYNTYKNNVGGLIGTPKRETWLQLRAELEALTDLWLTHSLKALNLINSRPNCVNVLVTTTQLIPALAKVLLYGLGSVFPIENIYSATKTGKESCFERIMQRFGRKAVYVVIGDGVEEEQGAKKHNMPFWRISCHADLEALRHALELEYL
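Eya2 (0.2 uM) preincubated 10 min at ambient with compound, then OMFP substrate added at 50 uM; 10 min reaction in 50 mM HEPES pH 7.5, 50 mM NaCl, 5 uM MgCl2, 0.05% BSA, 1 mM DTT. Fluorescence read at Ex 485/Em 525 nm.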
TSG101-PTAP inh – blocks PTAP/TSG101 interaction to inhibit HIV-1 budding | Q99816 | Fluorescence polarization, FITC-PTAP peptide / Tsg101 binding | Potency, µM (top dose mostly 115 µM), inactives show at the highest dose activity change, negative = inhibition, hits mostly inhibitors | 340,000 tested, under 10 active; active means well fitted inhibition curve with a large enough effect in the main read-out, with a control signal flat, not every such curve was filed as active; inconclusive means small, poorly fitted or top-dose-only effect, or effect the other way, or a change in a side signal; inactive means no such curve, though single readings can be large or run the other way; further: potency means the concentration at half of the fitted maximal effect; % of control where 0% means no effect
Target sequence (Q99816 whole entry, looked up): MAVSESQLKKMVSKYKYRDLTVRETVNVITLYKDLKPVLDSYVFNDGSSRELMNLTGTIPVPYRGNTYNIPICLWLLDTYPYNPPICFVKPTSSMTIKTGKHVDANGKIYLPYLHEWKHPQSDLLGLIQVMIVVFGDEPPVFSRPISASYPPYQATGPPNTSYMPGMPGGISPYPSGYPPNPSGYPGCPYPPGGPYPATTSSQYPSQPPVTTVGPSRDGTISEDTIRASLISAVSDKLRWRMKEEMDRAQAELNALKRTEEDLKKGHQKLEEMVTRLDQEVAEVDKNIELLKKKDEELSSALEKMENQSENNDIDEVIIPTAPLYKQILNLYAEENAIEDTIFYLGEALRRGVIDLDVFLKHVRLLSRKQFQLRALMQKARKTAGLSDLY
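Fluorescence polarization binding of Tsg101 binding domain (10 uM final) to FITC-labeled PTAP peptide (50 nM final) in HEPES pH 7.5 buffer with NaCl, Tween 20, EDTA, TCEP. Compounds added before peptide; binding 20 min at RT.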
TSHR antagonist – human thyrotropin receptor antagonism; P16473; AID 504810; activity change, negative = inhibition, % at 11.5 µM; TSHR-expressing cells, TSH-stimulated cAMP HTRF, 2 h; hits give low values; 0.2% of 330,000 active;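 active means activity change below a set negative limit, meaning inhibition stronger than a set level, cut at about -70% in these data; inconclusive means activity change between two set negative limits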; further: on the % scale 0 is the no-effect control and ±100 the full control effect
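Cell-based HTRF cAMP assay; TSHR cells + compound, TSH EC80 (4nM final), 2 h, 37 deg C. Lysis with anti-cAMP cryptate and cAMP-d2, 30 min RT, read 665/620 nm.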
Tb PFK block – T. brucei PFK enzyme inhibition; T. brucei PFK, ADP-Glo luminescence; 0.17% of 330,000 active; Potency, µM (titrated, usually from 57.5 µM), without a hit: at the highest dose activity, negative = inhibition, most hits filed as inhibitors; AID 485367; O15648;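 further: potency means the concentration at half of the fitted maximal effect; 0% = uninhibited 1x PFK enzyme wells and -100% = no-enzyme wells; nearly all actives have a fitted effect of over 60% in size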
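In TEA buffer at pH 8.0 with 5 mM MgCl2, enzyme (1.25 nM) converted F6P (0.5 mM) and ATP (0.1 mM) for 45 min at room temperature. ADP product was read by luciferase luminescence.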
Chronic BCR inh – chronic active BCR signaling inhibition; ABC-DLBCL IkBa-CBG/CBR reporter, luminescence ratio, 4 h; 0.05% of 340,000 active; Potency, µM (top dose mostly 46.1 µM), for inactives: at the top dose ratio change, negative = lower green/red ratio, most hits filed as inhibitors; AID 493014; active means well fitted inhibition curve with a large enough effect in the signal ratio, with a control signal flat, not every such curve was filed as active; inconclusive means small, poorly fitted or top-dose-only effect, or effect the other way, or a change in a side signal; the % refers to the signal ratio;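 further: potency means the concentration at half of the fitted maximal effect; plate controls were basal doxycycline-induced cells for no effect and cells given 10 µM MG132 for full effect; MG132 reads +100%, hits lower the ratio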
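TMD8 human ABC-DLBCL cells with doxycycline-inducible IκBα–green luciferase fusion and unfused red luciferase, in 0.5% FBS medium; compounds up to 46 uM, 4 h at 37C. Green/red luminescence ratio, filter-overlap corrected, fitted to concentration-response curves.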
Active calls of the source: *; ? = inconclusive; / = not tested or not shown; [ ] = remark or other dose. Unless noted, the call rests on the fitted dose curve; in most records, active means well fitted curve in the direction sought with a large enough effect; inconclusive means small, poorly fitted or top-dose-only effect, or another doubt; inactive means no such curve, though single readings can be large; an effect the other way counts as inactive or inconclusive.

Values run as follows: B2AR arrestin, Mito fusion act, ELG1 DNA repair, uPA generation, USP2a inh, TCR activator, Eya2 phos inh, TSG101-PTAP inh, TSHR antagonist, Tb PFK block, Chronic BCR inh
> COc1ccc(C(=O)NC2CCN(C(=O)Nc3ccccc3Cl)CC2)cc1
 : 0.0%, 4%, -15%, -6%, 2%, -6%, 22%, -1%, 4, -1%, -4%
> COc1cccc(/C=N/NC(=O)c2ccc(=O)n(C)c2)c1O
 : -0.8%, -5%, ?, -3%, -1%, 12%, -1%, -4%, -10, -1%, -4%
> C[C@H](CO)N1C[C@H](C)[C@@H](CN(C)Cc2ccc(C(=O)O)cc2)Oc2ccc(NS(=O)(=O)c3cn(C)cn3)cc2C1=O
 : 0.3%, /, ?, 12%, 6%, -1%, 16%, -3%, -8, 0%, 1%
> O=C(CNC(=O)c1ccccc1F)OCC(=O)c1c[nH]c2ccccc12
 : -0.1%, /, ?, -3%, 4%, 1%, 8%, -2%, -3, -6%, 0%
> COc1ccc2nc(N3CCN(C(=O)C4COc5ccccc5O4)CC3)sc2c1 (configuration not stated)
 : -0.4%, 21%, ?, -13%, 0%, -3%, 10%, -3%, -24, -8%, -8%
> CCCc1nnc(NC(=O)Cn2c(=O)oc3ccccc32)s1
 : -0.2%, 9%, 8%, -8%, -6%, 6%, -1%, -2%, 13, -9%, -8%
> CC1CN(c2ccccc2)C(=O)CS1 (configuration not stated)
 : 0.0%, 0%, 2%, 1%, 0%, -1%, 18%, -4%, 3, -1%, 0%
> CCn1ccnc1CN(C)Cc1c(C(=O)N2C[C@@H](C)O[C@@H](C)C2)nc2ccc(Cl)cn12
 : -0.3%, -2%, 11%, 5%, 1%, 2%, -5%, /, 12, 2%, 3%
> COc1ccc2oc(C)c(C(=O)c3ccc([N+](=O)[O-])cc3)c2c1
 : -2.0%, 28%, ?, 2%, 6%, -4%[46.1 µM], 0%, -3%, 9, 1%, ?
> CCCCN(CCCC)S(=O)(=O)c1ccc(C(=O)Nc2nnc(COC)o2)cc1
 : 0.4%, 0%, -19%, -3%, 0%, 0%, 14%, -13%, 6, -1%, 7%
> Cc1noc(C(=O)N2CCN(c3ccccc3)CC2)c1Cl
 : -0.4%, 0%, ?, 1%, -2%, -1%, 13%, 0%, 6, -2%, -10%
> COc1ccc(NC(=O)CC2C(=O)N(c3ccc(OC)cc3)C(=O)N2C(C)C)cc1 (configuration not stated)
 : 0.1%, -1%, 16%, /, 0%, -1%, -1%, -2%, -4, -3%, ?
> Cc1ccc(O)c(-c2cc(C(F)(F)C(F)F)[nH]n2)c1
 : 0.0%, -4%, 3%, -7%, 0%, -4%, -8%, -3%, -3, -4%, ?
> COc1ccccc1-c1nnc(C2CCN(S(=O)(=O)c3ccc([N+](=O)[O-])cc3)CC2)o1
 : -1.0%, 2%, ?, -3%, 3%, 3%, -8%, -13%, 2, -15%, 4%
> CCOc1ccc2nc(NCCNC(=O)CC)c(C#N)cc2c1
 : -0.5%, 5%, 1%, -3%, 0%, 2%, -11%, -10%, -1, 1%, 5%
> COc1cc(OC)c(C(=O)NCC2CCCO2)cc1OC (configuration not stated)
 : -0.2%, -4%, 9%, 2%, 2%, -4%, -5%, -3%, 2, -5%, 5%
> CCCCOc1ccccc1Cn1c(=O)oc2ccc(C)cc21
 : -0.1%, 16%, -1%, 1%, -1%, 0%, 4%, -1%, -20, -1%, 2%
> CCC(Sc1n[nH]c(=O)[nH]c1=O)C(=O)OCc1ccccc1 (configuration not stated)
 : 0.1%, -2%, 10%, -3%, 6%, 0%, -11%, 0%, -6, 1%, 11%
> CCOCc1cnc(C)nc1NCC(=O)c1c(C)[nH]c2ccc(OC)cc12
 : -0.3%, -2%, 0%, 2%, 5%, 5%, -12%, -5%, 26, 8%, 19%
> COC(=O)c1c(NC(=O)Nc2ccc(Cl)cc2)sc(C)c1C
 : -0.2%, 0%, ?, -1%, -1%, -8%, -2%, -7%, -10, -1%, ?
> O=C1CN(C(=O)c2c(F)cccc2F)C(c2ccccc2)c2cc(Br)ccc2N1 (configuration not stated)
 : 0.4%, -43%[inhibitor], 3%, ?, -6%, -3%, 5%, -9%, -5, 2%, ?
> CCOC(=O)C1CCN(C(=O)c2ccc(NC(=O)C3CCCO3)cc2)CC1 (configuration not stated)
 : 0.3%, -3%, 7%, 2%, 6%, -4%[46.1 µM], -11%, -3%, 4, -5%, -8%
> O=C(OCn1nnc2ccccc2c1=O)c1cccc(S(=O)(=O)N2CCOCC2)c1
 : -0.1%, 1%, 0%, 13%, 0%, -9%, 3%, 0%, 37, -3%, 1%
> COC(=O)c1sccc1NC(=O)Cc1ccc(Br)cc1
 : 5.5%, -2%, 7%, 2%, -11%, -5%[46.1 µM], 2%, -3%, 20, 9%, ?
> O=c1onc(-c2ccc(Cl)cc2)n1Cc1ccc(F)cc1
 : 0.8%, 13%, -1%, 2%, 2%, 3%[46.1 µM], -5%, -1%, 1, 6%, 5%
> O=C(CCc1nnc(-c2ccccc2)o1)NCc1c(F)cccc1F
 : -0.5%, 5%, 18%, -1%, 4%, -4%, -4%, -5%, -10, 2%, -8%
> CCOC(=O)C(=O)N(Nc1ccccc1C)c1ccccc1C
 : 0.1%, -10%, 2%, 2%, 1%, -4%, 3%, -1%, 1, -1%, 9%
> NNC(=O)C1c2ccccc2Oc2ccccc21
 : 0.2%, -13%, 2%, 0%, 0%, 3%, 10%, -4%, -2, -14%, -2%
> Cc1ccc(C(c2nnnn2C2CCCCC2)N(C)C2CCCCC2)cc1 (configuration not stated)
 : 0.2%, 1%, -15%, 6%, 0%, -3%, 3%, -1%, -1, 2%, 5%
> COc1ccc2oc(C(=O)Nc3ccccc3N3CCOCC3)c(C)c2c1
 : -1.8%, 6%, 20%, 4%, -2%, 4%, 12%, -5%, 13, -6%, 4%
> CSc1nc2ccc(NC(=O)c3nn(C(C)C)c(=O)c4ccccc34)cc2s1
 : 4.0%, 17%, ?, 0%, 2%, -1%[46.1 µM], -1%, -10%, 11, 2%, ?
> COc1ccc(NC(=O)CN2C(=O)C(C)Oc3ccccc32)c(OC)c1 (configuration not stated)
 : -0.3%, -3%, 0%, /, 3%, 6%, 15%[15.4 µM], -9%, 2, 4%, -3%
> CC(C)CC1NC(=O)N(Cc2cc(=O)n3ccsc3n2)C1=O (configuration not stated)
 : -0.9%, 0%, 2%, 4%, 3%, -6%, -15%, 1%, 2, 4%, 1%
> COC(=O)C1C2C=CC3(CN(c4cccc(Cl)c4)C(=O)C13)O2 (configuration not stated)
 : -0.7%, -4%, 5%, -1%, 2%, -6%, 6%, -2%, -9, 0%, 2%
> CCc1ccc(CN(C)Cc2nc(Cc3ccc(OC)c(OC)c3)no2)nc1
 : -0.2%, -8%, -7%, -7%, -2%, 4%, 0%, -2%, 7, -6%, -12%
> S=C(NCC1CCCO1)NC1CC1 (configuration not stated)
 : 0.5%, -8%, 5%, 1%, 4%, 9%, -7%, -1%, 0, 6%, 7%
> Cc1ccc(NC(=O)N[C@H](C(=O)O)C(C)C)c(C)c1
 : 0.4%, -3%, 0%, 3%, 6%, -3%, 5%, 0%, 1, 1%, 6%
> COc1ccc(NC(=O)CS(=O)CC(=O)Nc2ccc(F)cc2F)cc1 (configuration not stated)
 : -0.5%, -6%, -10%, 1%, 2%, -3%, -2%, 0%, 2, 3%, 1%
> Cc1cc(C)n(/N=C/c2cc(Cl)cc(Cl)c2O)c(=O)c1
 : -0.2%, -1%, 7%, -2%, 0%, 0%, 7%, -8%, -5, 5%, 3%
> CCCCCN(C(=O)NC(=O)Nc1cccc(C)c1C)S(C)(=O)=O
 : -0.1%, 7%, 0%, /, -1%, 1%, -4%, -1%, -10, 0%, 6%
